Mm-Cpn inhibitor – inhibitors of Methanococcus maripaludis chaperonin (MmCpn); purified Mm-Cpn ATPase, ADP Transcreener TR-FRET; Potency, µM (doses to about 76.9 µM), for inactives: at the top dose activity, negative = inhibition, hits mostly inhibitors; 330,000 compounds, 0.031% hits; further: potency means the concentration at half of the fitted maximal effect; on the % scale 0 is the no-effect control and ±100 the full control effect; nearly all actives have a fitted effect of over 80% in size
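Inhibition of chaperonin ATP hydrolysis is measured as reduced ADP production, detected by competitive TR-FRET in which signal falls with ADP. Final enzyme 25 nM and ATP 10 uM, reacted 30 min at 37°C.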
Abeta rescue – A-beta toxicity reversal in yeast | yeast expressing A-beta42, growth rescue, OD600, 48 h; response scale: 0% DMSO, 100% iron-clioquinol control | Potency, µM (doses to about 46.1 µM), without a hit: top-dose growth rescue, actives largely listed as activators | 410,000 compounds, 0.063% hits | AID 1347071; further: potency means the concentration at half of the fitted maximal effect; nearly all actives have a fitted effect of over 55% in size
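Yeast growth medium received pinned compounds, then yeast cells expressing toxic A-beta were added; plates incubated at 30 C for 48 hr. Growth read as absorbance at 600 nm, normalized to DMSO and equimolar FeCl3 plus clioquinol controls.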
aSyn yeast inh – inhibitors of alpha-synuclein toxicity in yeast. Yeast expressing alpha-synuclein, growth rescue, BacTiter-Glo, 24 h. Potency, µM (highest dose often 46.1 µM), for the others: top-dose growth rescue (activation), hits mostly activators. 370,000 compounds, 0.14% hits; further: potency means the concentration at half of the fitted maximal effect; % of control where 0% means no effect; nearly all actives have a fitted effect of over 65% in size
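Rescue of yeast growth: cells expressing toxic alpha-synuclein, induced in galactose at OD600 0.02, incubated with compound 24 h at 30 C. ATP luminescence quantified growth; inhibitors of toxicity appear as activators.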
GLP-1R inv ag – acts as inverse agonist at human GLP-1 receptor | AID 624417 | 410,000 compounds, 1.6% hits | Potency, µM (highest dose often 38.3 µM), inactives show at the top dose activity change, negative = inhibition, actives largely listed as inhibitors | HEK293 GLP-1R CRE-luciferase, luminescence, 24 h; GLP-1R form is constitutively active; further: potency means the concentration at half of the fitted maximal effect; on the % scale 0 is the no-effect control and ±100 the full control effect; nearly all actives have a fitted effect of over 55% in size
Target sequence (P43220 whole entry, looked up): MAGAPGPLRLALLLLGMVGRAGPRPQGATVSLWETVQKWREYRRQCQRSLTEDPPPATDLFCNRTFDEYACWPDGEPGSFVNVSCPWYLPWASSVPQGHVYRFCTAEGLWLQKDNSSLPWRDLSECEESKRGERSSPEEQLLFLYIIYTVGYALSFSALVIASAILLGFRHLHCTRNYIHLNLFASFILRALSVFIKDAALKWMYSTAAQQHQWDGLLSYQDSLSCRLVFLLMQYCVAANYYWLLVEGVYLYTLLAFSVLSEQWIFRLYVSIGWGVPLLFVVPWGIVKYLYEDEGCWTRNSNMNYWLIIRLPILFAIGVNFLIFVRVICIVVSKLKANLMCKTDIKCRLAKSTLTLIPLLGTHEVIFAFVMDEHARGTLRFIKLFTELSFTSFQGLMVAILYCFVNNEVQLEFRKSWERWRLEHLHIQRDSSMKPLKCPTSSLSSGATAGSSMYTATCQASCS
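Stable HEK293 clone (constitutively active GLP-1R + cAMP-response luciferase); 200 cells/uL plated, 12 h pre-culture, compound 24 hr, 37 deg C/5% CO2; detection reagent 12 min RT; luminescence.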
Akt phos inh – inhibitors of Akt phosphorylation; AID 651550; activity change, % for hits at 50 µM; Neuro2A IGF-stimulated pAkt S473 HTRF, 20 min; hits give low values; 360,000 compounds, 0.32% hits; in the data active means activity change below about -80%; inconclusive means mostly about -51% to -80%; further: on the % scale 0 is the no-effect control and ±100 the full control effect
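Neuro2A cells (4,500/well, DMEM with 0.5% FBS) were treated with compound at a single 50 µM final concentration, stimulated with 6 nM IGF for 20 min at 37 °C, and lysed. Phospho-Akt Ser473 was read by HTRF as 665/615 ratio ×10^4.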
PTHR1 agonist – agonists of human PTHR1 parathyroid hormone receptor; Q03431; HEK293 GP2 PTHR1 cells, GloSensor cAMP luminescence, 1 h; Potency, µM (doses to about 115 µM), for inactives: at the top dose activation, hits mostly activators; 410,000 compounds, 0.075% hits; AID 743266; further: potency means the concentration at half of the fitted maximal effect; nearly all actives have a fitted effect of over 55% in size; some results filed as inactive show a strong effect at the top dose; inactives centre near -15; many of its hits are not listed in these tables
Target sequence (Q03431 whole entry, looked up): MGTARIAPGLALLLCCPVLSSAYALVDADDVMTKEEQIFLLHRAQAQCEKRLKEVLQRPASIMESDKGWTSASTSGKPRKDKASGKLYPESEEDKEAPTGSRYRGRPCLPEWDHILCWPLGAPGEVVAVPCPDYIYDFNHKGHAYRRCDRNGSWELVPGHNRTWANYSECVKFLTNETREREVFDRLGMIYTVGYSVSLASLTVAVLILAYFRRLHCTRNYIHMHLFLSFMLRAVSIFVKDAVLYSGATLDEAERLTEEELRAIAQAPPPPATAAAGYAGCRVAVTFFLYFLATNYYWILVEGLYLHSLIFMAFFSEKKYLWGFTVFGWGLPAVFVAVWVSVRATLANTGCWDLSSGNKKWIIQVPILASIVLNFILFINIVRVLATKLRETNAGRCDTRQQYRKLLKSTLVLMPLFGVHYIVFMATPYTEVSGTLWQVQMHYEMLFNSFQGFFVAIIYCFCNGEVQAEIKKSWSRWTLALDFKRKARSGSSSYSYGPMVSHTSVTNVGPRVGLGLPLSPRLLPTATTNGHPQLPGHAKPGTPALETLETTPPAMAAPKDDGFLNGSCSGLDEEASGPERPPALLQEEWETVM
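HEK-293-derived GP2 cells expressing PTHR1 and a GloSensor cAMP reporter, 3,000/well, plated overnight, given luciferin plus IBMX (each 0.5 mM as added) for 1 h at 37 °C, then compound for 1 h at 37 °C. Luminescence was read after 15 min at room temperature.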
HEK293 tox – cytotoxic in the GLP-1 receptor inverse agonist counter-screen; HEK293 cAMP-luciferase reporter cells, luminescence, 24 h; Potency, µM (series often up to 38.3 µM), without a hit: at the top dose activity change, negative = inhibition, actives largely listed as inhibitors; 410,000 compounds, 0.13% hits;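 further: loss of luciferase light is scored as toxicity; potency means the concentration at half of the fitted maximal effect; on the % scale 0 is the no-effect control and ±100 the full control effect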
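Cells in DMEM/10% Nu serum/1% pen-strep, 1536-well format. Pre-incubated 12 h, dosed with 23 nL compound, incubated a further 24 h. Luciferase detection, 12 min at room temp, luminescence.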
FUS suppressor – suppressors of FUS proteinopathy in yeast; S. cerevisiae FUS-expressing, growth rescue, OD600, 24 h; Potency, µM (top dose mostly 76.6 µM), inactives show at the top dose growth rescue (activation), usual class: activators; 390,000 compounds, 0.24% hits; AID 1347120;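 further: potency means the concentration at half of the fitted maximal effect; plate controls were DMSO vehicle for no effect and reference control for full effect; nearly all actives have a fitted effect of over 55% in size; some results filed as inactive show a strong effect at the top dose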
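FUS-expressing yeast, raffinose-pregrown, induced in 2% galactose minimal medium at OD 0.005; compounds in a dilution series, 24hr at 30C. Growth restoration read as absorbance at 600 nm. CP55940 positive control, DMSO negative.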
TDP-43 yeast inh – rescues yeast growth from TDP-43 toxicity; TDP-43 expressing yeast growth rescue, BacTiter-Glo, 24 h; Potency, µM (top dose mostly 46.1 µM), inactives show top-dose growth rescue (activation), actives largely listed as activators; 410,000 compounds, 1.8% hits; AID 652104; further: potency means the concentration at half of the fitted maximal effect; % of control where 0% means no effect; nearly all actives have a fitted effect of over 50% in size
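Cell-based yeast growth screen: TDP-43 expression induced in galactose, inoculum OD600=0.02 after raffinose pregrowth to mid-log. Read-out BacTiter-Glo luminescence at 24 hr, 30 deg C; inhibition of toxicity seen as signal increase.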
* hit, by the source's call; i = inactive; ? = inconclusive; · = no result given; [ ] = dose if it differs, or a comment. Unless noted, the call rests on the fitted dose curve; in most records, active means well fitted curve in the direction sought with a large enough effect; inconclusive means small, poorly fitted or top-dose-only effect, or another doubt; inactive means no such curve, though single readings can be large; an effect the other way counts as inactive or inconclusive. An excerpt; count on the stated rates, not on these rows.

no.	SMILES	Mm-Cpn inhibitor	Abeta rescue	aSyn yeast inh	GLP-1R inv ag	Akt phos inh	PTHR1 agonist	HEK293 tox	FUS suppressor	TDP-43 yeast inh
1	Cc1ccc(C(=O)Nc2nc(-c3ccccc3)c(-c3ccccc3)o2)cc1	-1%	?	?	?	i	-24%	-13%	33%	?
2	COc1ccc(C(=O)NC(C)CCc2ccccc2)cc1[N+](=O)[O-] (stereo not given)	-1%	0%	10%	12%	i	i	0%	3%	29%
3	COc1ccccc1/C=N/NC(=O)CNC(=O)c1ccc(S(=O)(=O)N(C)C)cc1	-6%	-5%	-7%	-15%	i	i	3%	0%	-10%[9.22 µM]
4	Cc1ccc2[nH]c(=O)c(CN(CC3COCCO3)C(=O)Nc3ccccc3F)cc2c1 (stereo not given)	-1%	-7%	-1%	?	i	23%	-5%	7%	-19%
5	O=[N+]([O-])c1ccccc1/C=N/Nc1nccnc1Cl	2%	-18%	-11%	0%	·	-31%[inhibitor][57.5 µM]	4%	21%	-10%
6	Cc1ccc(S(=O)(=O)N2CCN(C(=O)CCNC(=O)c3ccccc3Cl)CC2)cc1	2%	10%	6%	17%	i	i	0%	0%	21%
7	Cc1ccc(SCC(=O)OC(C)C(=O)Nc2ccc(S(N)(=O)=O)cc2)cc1C (stereo not given)	-2%	6%	1%	8%	i	i	19%	12%	5%
8	COc1ccc(OCCCC(=O)ON=C(N)c2ccccc2Cl)cc1	-2%	-4%	4%[1.84 µM]	4%	i	i	-5%	-4%	10µM*

Reformatted: 4 of the compounds above
2. COc1ccc(C(=O)NC(C)CCc2ccccc2)cc1[N+](=O)[O-] (stereo not given)
- Mm-Cpn inhibitor: -1%
- Abeta rescue: 0%
- aSyn yeast inh: 10%
- GLP-1R inv ag: 12%
- Akt phos inh: i
- PTHR1 agonist: i
- HEK293 tox: 0%
- FUS suppressor: 3%
- TDP-43 yeast inh: 29%
8. COc1ccc(OCCCC(=O)ON=C(N)c2ccccc2Cl)cc1
- Mm-Cpn inhibitor: -2%
- Abeta rescue: -4%
- aSyn yeast inh: 4%[1.84 µM]
- GLP-1R inv ag: 4%
- Akt phos inh: i
- PTHR1 agonist: i
- HEK293 tox: -5%
- FUS suppressor: -4%
- TDP-43 yeast inh: 10µM*
3. COc1ccccc1/C=N/NC(=O)CNC(=O)c1ccc(S(=O)(=O)N(C)C)cc1
- Mm-Cpn inhibitor: -6%
- Abeta rescue: -5%
- aSyn yeast inh: -7%
- GLP-1R inv ag: -15%
- Akt phos inh: i
- PTHR1 agonist: i
- HEK293 tox: 3%
- FUS suppressor: 0%
- TDP-43 yeast inh: -10%[9.22 µM]
6. Cc1ccc(S(=O)(=O)N2CCN(C(=O)CCNC(=O)c3ccccc3Cl)CC2)cc1
- Mm-Cpn inhibitor: 2%
- Abeta rescue: 10%
- aSyn yeast inh: 6%
- GLP-1R inv ag: 17%
- Akt phos inh: i
- PTHR1 agonist: i
- HEK293 tox: 0%
- FUS suppressor: 0%
- TDP-43 yeast inh: 21%

The listing continues.
no.	SMILES	Mm-Cpn inhibitor	Abeta rescue	aSyn yeast inh	GLP-1R inv ag	Akt phos inh	PTHR1 agonist	HEK293 tox	FUS suppressor	TDP-43 yeast inh
9	COCc1nnc(SCC(=O)NCc2ccccc2)n1-c1ccccc1	1%	5%	-6%	0%	i	-28%[57.5 µM]	20%	-16%	-10%
10	COc1cc(/C=N\Nc2nc(-c3ccc(C)cc3)c(NC(C)=O)s2)ccc1O	-1%	23%	3%	53%[activator]	i	-7%	-1%	33%	-1%
11	O=C(Cn1cc(S(=O)(=O)Cc2ccc([N+](=O)[O-])cc2)c2ccccc21)N1CCOCC1	-2%	-2%	-1%	-6%	i	i	15%	13%	-7%
12	O=C(NCCCN1CCN(c2ccccc2F)CC1)c1ccc2nc(CCc3ccccc3)oc2c1	·	-11%	·	?	·	-47%[inhibitor]	-18%	28%	-22%
13	CC(C)c1ccccc1OCC(=O)NN1C(=O)c2ccccc2C1=O	0%	3%	1%	-11%	i	-2%	0%	8%	?
14	Cc1ccccc1NC(=O)c1sc2nc(N3CCOCC3)c3c(c2c1N)CC(C)(C)OC3	·	-16%	-14%	9%	·	-24%	1%	1%	-18%
15	CCOc1ncccc1C(=O)N1CCN(C(c2ccccc2)c2ccccc2)CC1	2%	18%	3%	?	i	i	0%	9%	20%
16	CC(=O)Nc1ccc2c(c1)CCCN2C(=O)c1ccccc1	-1%	-12%	0%	-14%	i	25%[57.5 µM]	-22%	-6%	-13%
17	CCc1ccc(NC(=O)CNC(=O)c2nn(-c3ccc(OC)cc3)c(=O)c3ccccc23)cc1	2%	3%	0%	-19%	i	-21%	-24%	38%	5%
18	O=C(Nc1cccc(-c2nnc(-c3ccccc3)o2)c1)C1CC1	-6%	7%	-1%	-3%	i	-15%	-6%	11%	17%
19	S=C(c1ccc(-c2cc(Cl)ccc2Cl)o1)N1CCCCC1	-7%	17%	-19%	5%	i	-1%	-8%	·	12%
20	O=C(c1cc2cc(Cl)ccc2[nH]1)N1CCN(Cc2ccc3c(c2)OCO3)CC1	-6%	·	15%	11µM*	i	-12%	-17%	?	-1%
21	Cc1nn(CC(=O)NCCCN2CC(C)CC(C)C2)c(=O)c2cccn12 (stereo not given)	1%	-1%	-6%	14%	i	i	-4%	10%	-13%
22	CC(=O)Nc1ccc(OC(=O)c2ccc(Br)c([N+](=O)[O-])c2)cc1	-4%	-23%	4%	-3%	i	-48%[inhibitor]	-27%	-4%	-3%
23	Cc1ccccc1CS(=O)(=O)c1nnc([C@H](CC(C)C)NC(=O)OC(C)(C)C)o1	1%	-65%[inhibitor]	-29%	0%	i	i	?	17%	-63%[inhibitor]
24	NS(=O)(=O)c1cccc(NC(=O)CCCC2CCCCC2)c1	0%	2%	-3%	?	i	-2%	-10%	10%	-14%

Next section.
Results follow in this order: Mm-Cpn inhibitor | Abeta rescue | aSyn yeast inh | GLP-1R inv ag | Akt phos inh | PTHR1 agonist | HEK293 tox | FUS suppressor | TDP-43 yeast inh
[25] O=C(/C=C/c1ccc(N2CCCCC2)c([N+](=O)[O-])c1)c1ccc(S(=O)(=O)N2CCCC2)cc1
→ -2% | 5% | 2% | -2% | i | -37%[inhibitor] | -8% | 10% | 13%
[26] CS(=O)(=O)c1cccc(C(=O)Nc2ccc(-c3nc4ccccc4[nH]3)cc2)c1
→ ? | -3% | -17% | 15% | i | i | ? | ? | -23%
[27] Cc1[nH]nc2c1C(c1ccc(O)cc1)C1=C(CC(C)(C)CC1=O)N2 (stereo not given)
→ -2% | -10% | -2% | -30% | i | -34%[inhibitor] | 0% | 22% | -26%[9.22 µM]
[28] CCOC(=O)CSc1nnc(-c2ccoc2C)n1-c1ccc(C)cc1
→ -2% | 4% | 17% | 0% | i | -4%[57.5 µM] | -14% | 21% | 0%
[29] Cc1onc(-c2ccccc2Cl)c1C(=O)Nc1ccccc1N1CCOCC1
→ 0% | -9% | 12% | -5% | i | i | 8% | 3% | ?
[30] CC(=O)N1Cc2ccccc2CC1C(=O)OCC(=O)c1c(N)n(C)c(=O)n(C)c1=O (stereo not given)
→ 0% | 16% | -5% | 13% | i | -16% | 0% | -10% | -10%
[31] COc1ccc(N2CCN(C(=O)COC(=O)c3cccc(OC)c3O)CC2)cc1
→ 0% | -4% | 0% | 13% | i | i | 0% | 8% | -12%
[32] CCOc1ccc2nc(SCC(=O)N3CCCc4ccccc43)sc2c1
→ -1% | 6% | 0% | -12% | i | -16% | 11% | 30% | 0%
[33] O=C(Nc1cccc(F)c1)C1CCN(C(=O)c2ccc(Cl)cc2)CC1
→ 2% | 6% | 9% | ? | i | 0% | -2% | 8% | 27%
[34] CC(=O)CC(c1ccc([N+](=O)[O-])cc1)c1c(O)c2ccccc2oc1=O (stereo not given)
→ 2%[15.4 µM] | -7% | 4% | 3% | i | -31%[inhibitor] | -3% | -12% | 27%
[35] CC(C)COCC1CC2(CC(C)(c3csc(N)n3)OC2=O)C(=O)O1 (stereo not given)
→ -1%[15.4 µM] | -10% | 1% | 1% | i | -7%[57.5 µM] | 7% | 21% | -13%
[36] C#CCOCCOCCOCCNc1nc(N2CCN(C(=O)CCCCCCCCCCNC(=O)[C@H]([C@@H](C)CC)n3cc(CCCCN=C(N)N)nn3)CC2)nc(N2CCN(C(=O)CCCCCCCCCCNC(=O)[C@H](CO)n3cc(CCCSC)nn3)CC2)n1
→ 4% | -14% | -49%[inhibitor] | ? | i | ? | ? | 3.2µM* | -36%
[37] CCCCC[C@@H]1C=C(C(=O)O)[C@H](c2ccc(Cl)c(Cl)c2)N1S(=O)(=O)c1ccc(C)cc1
→ 1% | 6% | -1% | ? | i | -30%[inhibitor] | -9% | 10% | -5%
[38] CCC1CCCCN1CCCNC(=O)CS(=O)Cc1nc(-c2ccc(OC)c(OC)c2)oc1C (stereo not given)
→ 4% | -14% | 9% | 22% | · | -2% | 0% | -10% | 4%
[39] Cc1ccc(NC(=O)Cn2c(C)cc(C)c(C#N)c2=O)cc1
→ · | -3% | · | -3% | · | -14% | -9% | -6% | ?
[40] Cc1cc(C)c(C)c(S(=O)(=O)N2CCN(C(=O)c3ccc4c(=O)n5c(nc4c3)CCC5)CC2)c1C
→ -2% | -28% | 7% | -26% | i | i | -3% | ? | 4%
[41] CCOC(=O)C1C(=O)NC(C(=O)OCC)(C(=O)OCC)C1C(C)CC (stereo not given)
→ · | 8% | 0% | -21% | i | i | -3% | 3% | -6%
